Assay outcomes: PubChem BioAssay, Sanford-Burnham Center for Chemical Genomics
Apaf-1 inh: human Apaf-1 inhibition | O14727 | reconstituted apoptosome caspase-3 activity, DEVD-Rh110 fluorescence | inhibition, % at 20 µM | 330,000 tested, 0.71% active | AID 489030; active = inhibition of at least 40% at 20 µM;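 also: plate controls were DMSO wells for no effect and DEVD-CHO caspase inhibitor wells for full effect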
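Assay system: Apoptosome proteins | Medium: pH 7.5 Hepes buffer with CHAPS, BSA, DTT | Also added: Cytochrome c and DEVD-Rh110 substrate | Times: 30 min plus 50 min, RT | Detection: Rhodamine 110 fluorescence at Ex 480/Em 540 nm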
EBI2 antag: antagonists of human EBI2 receptor | P32249 | EBI2 beta-arrestin recruitment, luminescence, 7a,25-OHC stimulated | inhibition, % at 5 µM | 360,000 tested, 0.81% active; in the data active = inhibition above about 38%;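 also: enzyme fragment complementation signal reports receptor beta-arrestin coupling in cells; 0% = agonist plus DMSO wells and 100% = wells without agonist; some results beyond the cut were filed as inactive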
Target sequence (P32249 whole entry, looked up, the tested form may be a part): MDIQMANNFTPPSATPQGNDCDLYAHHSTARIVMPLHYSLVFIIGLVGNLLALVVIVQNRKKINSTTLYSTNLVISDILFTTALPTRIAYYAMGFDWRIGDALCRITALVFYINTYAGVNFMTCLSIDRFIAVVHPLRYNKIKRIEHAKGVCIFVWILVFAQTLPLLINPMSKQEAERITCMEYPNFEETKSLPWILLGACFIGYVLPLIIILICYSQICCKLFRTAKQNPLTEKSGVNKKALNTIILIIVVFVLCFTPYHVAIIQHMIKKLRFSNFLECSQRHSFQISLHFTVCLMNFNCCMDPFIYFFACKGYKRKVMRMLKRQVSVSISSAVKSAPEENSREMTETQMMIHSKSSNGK
Gli-Sufu antag: blocks Gli-Sufu signaling in a luciferase reporter | Sufu-KO-LIGHT fibroblasts, Gli luciferase reporter luminescence | inhibition, % at 5 µM | 340,000 tested, 0.74% active;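 active = inhibition above about 55%, limit read from the data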;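 also: 0% = DMSO-treated cells and 100% = wells with medium but no cells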
SENP8 block: inhibitors of human SENP8 protease. inhibition, % at 10 µM. purified SENP8, Z-RLRGG-aminoluciferin cleavage, luminescence. 330,000 tested, 1.2% active. Q96LD8
Target sequence (Q96LD8 whole entry, looked up): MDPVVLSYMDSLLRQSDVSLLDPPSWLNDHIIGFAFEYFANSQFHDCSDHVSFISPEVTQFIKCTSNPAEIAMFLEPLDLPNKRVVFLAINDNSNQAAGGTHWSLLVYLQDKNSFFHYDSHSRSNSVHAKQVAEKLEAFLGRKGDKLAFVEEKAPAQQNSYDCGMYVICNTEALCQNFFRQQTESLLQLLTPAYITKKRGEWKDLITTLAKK
CCR6 antag: blocks CCL20-driven beta-arrestin recruitment at human CCR6. CHO-K1 CCR6 PathHunter beta-arrestin, luminescence, CCL20-stimulated. 340,000 tested, 0.49% active. inhibition, % at 20 µM. AID 493098. P51684;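 active = compounds whose inhibition of the agonist-driven luminescence signal at 20 µM reaches about 50%, limit read from the data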;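 also: cells stimulated with CCL20 at 14 nM final; plate controls were DMSO with CCL20 for no effect and DMSO without agonist for full effect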
Target sequence (P51684 whole entry, looked up): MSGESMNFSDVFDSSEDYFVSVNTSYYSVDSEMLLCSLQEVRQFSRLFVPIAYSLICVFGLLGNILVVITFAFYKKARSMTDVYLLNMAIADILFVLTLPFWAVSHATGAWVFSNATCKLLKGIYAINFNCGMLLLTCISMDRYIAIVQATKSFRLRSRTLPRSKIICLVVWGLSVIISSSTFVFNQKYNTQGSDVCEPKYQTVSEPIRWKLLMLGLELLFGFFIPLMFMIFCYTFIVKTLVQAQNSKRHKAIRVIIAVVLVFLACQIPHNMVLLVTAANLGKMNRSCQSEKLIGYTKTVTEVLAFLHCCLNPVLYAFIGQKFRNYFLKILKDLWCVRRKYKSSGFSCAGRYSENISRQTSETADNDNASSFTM
UBC13 polyUb: human UBC13 polyubiquitination inhibition; UBC13 polyubiquitin chain formation, TR-FRET; inhibition, % at 20 µM; 330,000 tested, 0.47% active; AID 485273; in the data active = inhibition above about 45%, passing the limit was not always enough
697 NFkB inh: inhibitors of the PMA/ionomycin-induced NF-kB reporter in 697 B cells | 697 B-cell NF-kB luciferase reporter, 16 h | inhibition, % at 4 µM | 330,000 tested, 0.33% active | AID 435022; in the data active = inhibition above about 35%
Jurkat NFkB inh: lowers PMA/ionomycin-induced NF-kB signal in Jurkat cells | PMA/ionomycin-induced NF-kB luciferase reporter, luminescence | inhibition, % at 4 µM | 330,000 tested, 0.53% active | AID 435003
Active calls of the source: *; x = no result given. Rule as the data show it, unless noted: active = inhibition above about 50%; inactive = the rest. These rows are one share of the data (hit frequency here may not be typical).

SMILES | Apaf-1 inh | EBI2 antag | Gli-Sufu antag | SENP8 block | CCR6 antag | UBC13 polyUb | 697 NFkB inh | Jurkat NFkB inh
O=C(CCCc1nc(-c2ccc(Cl)cc2)no1)NC1CCCCC1 | 3.4 | 4.4 | 18.3 | 5.6 | -10.1 | 10.0 | -19.1 | 3.1
CC1=C(C(=O)OCc2ccccc2)C(c2ccsc2)C(C#N)=C(N)O1 (stereo not drawn) | 17.2 | -0.6 | x | 1.1 | 17.3 | -5.8 | 16.2 | 16.6
COC(=O)c1cccc(NC(=O)c2ccc3c(c2)C(=O)N(CC2CCCO2)C3=O)c1 (stereo not drawn) | -2.1 | 44.0* | -2.9 | 3.9 | 8.5 | 1.9 | 12.5 | -6.3
COc1cc(CN2CCCN(C)CC2)cc([N+](=O)[O-])c1O | -3.9 | 10.9 | 4.5 | -30.9 | 7.8 | -25.9 | 7.3 | 5.3
CC(C)(C)c1nn(-c2ccccc2)c2[nH]c(=O)c(C=O)cc12 | -1.7 | 4.0 | -17.3 | 13.9 | 22.3 | -3.1 | -57.2 | -6.0
CCOC(=O)c1[nH]c(Cc2[nH]c(C(=O)OCC)c(C)c2CCC(=O)OC)c(CCC(=O)OC)c1C | 11.2 | 17.2 | 3.1 | 2.9 | 6.8 | 11.7 | 7.8 | -0.7
C/C(=N\NC(=O)C1(C)CC1(Br)Br)c1ccc(NC(=O)C2CCC2)cc1 (stereo not drawn) | -16.8 | 3.2 | -4.6 | -3.2 | 12.9 | -3.4 | -16.9 | 2.2
CN(CC(=O)Nc1ccccc1Cl)C(=O)COC(=O)CCN1C(=O)C2CC=CCC2C1=O (stereo not drawn) | -5.3 | -1.5 | -1.7 | 7.5 | 5.7 | 1.4 | 14.4 | 6.0
CC(=O)Nc1ccc(S(=O)(=O)NCc2cn3c(C)csc3n2)cc1 | -30.4 | -15.3 | 3.4 | 3.3 | -1.4 | -1.0 | 6.5 | 1.5
CCOC(=O)N1CCC(NC(=O)c2cc3c(C)nc4ccccc4c3o2)CC1 | 4.1 | -5.6 | 6.3 | -0.6 | -2.6 | -1.6 | -0.4 | 14.0
COc1ccc(C(=O)COC(=O)c2cccs2)cc1 | -4.1 | -5.8 | -8.0 | 91.7* | 10.3 | 2.9 | -3.8 | 3.7
CCOc1ccc(N(C(=O)/C=C/C(=O)Nc2cc(C)on2)C(C(=O)NC2CCCC2)c2ccccc2C)cc1 (stereo not drawn) | 18.9 | 12.9 | 2.7 | 0.5 | 3.8 | -8.0 | 0.8 | 13.1
CC(=O)C1=NN(c2ccc(Cl)cc2)C(c2ccc3c(c2)OCO3)N(C(C)=O)N1C (stereo not drawn) | 4.2 | 10.9 | 11.1 | -4.8 | 19.0 | -8.0 | -12.7 | 13.6
CCOCCCNS(=O)(=O)c1cc2[nH]c3c(c2cc1C)C(=O)CC(C)(C)C3 | -0.5 | 0.4 | 19.3 | -3.1 | 6.4 | 7.1 | -1.8 | 15.4
O=C(COC(=O)c1cccc(F)c1)Nc1cccnc1Cl | -21.2 | -2.1 | -0.5 | 7.7 | 3.2 | -4.8 | 12.3 | 10.0
CCOC(=O)/C(C#N)=C/N=c1ccc(C)cn1C | -25.0 | 6.4 | -17.2 | -1.5 | -0.9 | -0.8 | -19.8 | -40.0
CCOC(=O)c1c(C)n(-c2ccc(C)cc2)c2ccc(OCC(O)CNCCCO)cc12 (stereo not drawn) | 14.0 | -16.1 | 19.9 | -7.7 | 14.2 | 62.0* | -5.2 | 18.0
Cc1nn(-c2ccccc2)c2c1C(O)CC(C)(C)C2 (stereo not drawn) | 3.5 | 3.5 | 0.8 | -11.4 | 9.2 | 3.0 | -4.8 | -11.6
Cc1ccc(-c2nnn(CC(=O)N(CC(=O)NC3CCCC3)c3ccc(F)c(Cl)c3)n2)o1 | 9.2 | 4.9 | 0.4 | -13.8 | -6.8 | -7.1 | 10.1 | 3.4
O=C(c1nn(-c2ccccc2)c(=O)c2ccccc12)N1CCN(c2ccccn2)CC1 | -2.8 | -2.9 | 2.7 | -12.0 | -0.2 | -8.2 | 15.5 | 0.5
CN(C)Cc1nc2ccccc2c(=O)n1CC#N | 0.2 | 2.8 | 3.8 | -6.7 | 12.8 | 0.5 | -8.2 | 3.3
COC(=O)c1ccc(NC(=S)NC2CC(C)(C)NC(C)(C)C2)cc1 | 10.8 | -8.0 | 6.0 | -0.8 | -10.6 | 1.1 | 4.1 | -2.2
CCOC(=O)/C(N)=C/c1ncc(C(F)(F)F)cc1Cl | 9.5 | -5.0 | 1.8 | -22.3 | 13.5 | -1.4 | 14.8 | 8.8
CCOC(=O)c1c(NC(=S)NCCc2ccccc2)sc2c1CC(C(C)C)OC2 (stereo not drawn) | -2.6 | 5.3 | 1.2 | -6.6 | 18.1 | 6.5 | -15.6 | -7.5
CC(=O)NC(Cc1ccccc1)C(=O)NC1CCN(C(=O)c2ccc([N+](=O)[O-])cc2)CC1 (stereo not drawn) | 4.4 | 6.6 | 0.0 | -7.2 | 9.0 | -9.7 | 4.5 | 11.7

Next section.
SMILES | Apaf-1 inh | EBI2 antag | Gli-Sufu antag | SENP8 block | CCR6 antag | UBC13 polyUb | 697 NFkB inh | Jurkat NFkB inh
Cc1c(-c2ccccc2)[n+](=O)c2c(n1[O-])CCC2 | 6.3 | -10.8 | 1.0 | -3.5 | 7.2 | 6.1 | 17.6 | -6.0
O=C(CSc1nnc(C2CC2)n1C1CC1)Nc1cccc(Br)c1 | 0.3 | 1.0 | -16.6 | 8.5 | 6.0 | 7.9 | 14.5 | 11.7
COc1ccc(CCNC(=O)CSc2nnnn2-c2ccccc2OC)cc1OC | 5.1 | 1.2 | -0.6 | 4.3 | -6.8 | 4.0 | 8.9 | 3.0
COc1cc2c(cc1Cl)C(=O)C(F)(c1ccccc1)C(=O)N2 (stereo not drawn) | 11.3 | 2.2 | -0.4 | -0.9 | 1.1 | 4.3 | 17.4 | 5.5
COc1ccc(OC)c(NC(=O)c2ccc(NC3=NC4CS(=O)(=O)CC4S3)cc2)c1 (stereo not drawn) | 2.0 | 0.8 | 2.1 | -3.5 | -2.5 | 9.8 | 1.2 | 5.5
Fc1ccccc1/C=C1\CCCC2=C1Nc1ncnn1C2c1ccccc1F (stereo not drawn) | 25.6 | x | x | 4.1 | x | 21.8 | 9.3 | 32.6
Cc1cccc(C(=O)Nc2cccc(C(=O)N/N=C/c3ccncc3)c2)c1 | -6.9 | -1.0 | 0.6 | 0.8 | 0.4 | 7.0 | 16.9 | 2.5
O=C1NC2(CCCCC2)N=C1c1ccc(Br)cc1 | 8.6 | -14.8 | -1.8 | -5.4 | 0.9 | 32.1 | -21.1 | -15.2
COCCn1c(N)c(C(=S)NC(=O)c2cccs2)c(=O)[nH]c1=O | -16.7 | 1.8 | -3.2 | -7.2 | 31.8 | -5.0 | 13.1 | -11.0
Cc1ccccc1C(=O)O/N=C(\N)c1cccc([N+](=O)[O-])c1 | -2.2 | -3.4 | -3.1 | 10.5 | -15.7 | 1.4 | -78.1 | -92.8
Cc1noc(C)c1COc1ccc(C(=O)NCc2cccs2)cc1 | -1.7 | 12.7 | 8.9 | 0.7 | 12.9 | -0.4 | 14.3 | 9.9
CCOC(=O)COc1cccc2c(=O)n(CC(N)=O)ccc12 | -0.2 | -5.7 | -1.9 | -1.8 | 1.1 | -5.8 | 17.1 | -14.6
CNC1=C([N+](=O)[O-])CC([N+](=O)[O-])=C(N2CCNCC2)N1C | -7.4 | -9.2 | -12.9 | 1.3 | -10.7 | 3.8 | -2.2 | -6.9
CC(=O)N1CCN(C(=S)NC(=O)c2c(-c3ccccc3Cl)noc2C)CC1 | -8.6 | -5.4 | -1.2 | 0.5 | -3.3 | -1.4 | 15.6 | -1.4
COc1cc(Cl)ccc1OCc1cc(C(=O)N(C)CCc2cnn(C)c2)no1 | 14.6 | -7.0 | -26.2 | 6.2 | 0.3 | 3.5 | -130.2 | -74.7
CCOCCn1c(CN2CCCCC2C)nc2c1c(=O)n(C)c(=O)n2C (stereo not drawn) | -4.7 | -13.2 | 1.5 | -9.3 | -0.1 | -10.5 | -2.1 | -3.5
CN(C)c1nc(NCc2ccccc2)nc(SCC(=O)Nc2ccc(Cl)c(Cl)c2)n1 | 17.9 | 1.6 | 11.3 | -1.2 | 2.3 | 6.3 | -2.3 | 4.0
CN(c1ccc(S(=O)(=O)N2CCOCC2)cn1)C1CCCCC1 | 14.1 | 3.2 | 36.1 | -3.8 | 4.2 | 1.5 | 7.2 | -1.0
Cc1cc2nc(CO)[nH]c2cc1C | 2.3 | 8.8 | 26.5 | -6.2 | -0.8 | 5.5 | -0.2 | 11.1
C=CCNC(=S)NNC(=O)COc1ccc2cc(Br)ccc2c1 | 0.4 | 37.4 | -55.0 | 5.7 | 11.9 | 3.3 | -52.2 | -72.4
Cc1ccsc1C(=O)OCC(=O)NCc1ccc2c(c1)OCO2 | -5.0 | -0.7 | 6.0 | 16.8 | -6.7 | 7.8 | 19.5 | -6.6
O=C(CSc1nnnn1-c1ccccc1)Nc1ncc(Cc2cc(Cl)ccc2Cl)s1 | 12.2 | 7.6 | 3.6 | -0.3 | -6.1 | -25.7 | -92.5 | -18.9
CC(=O)/C(=C/c1ccc(N(C)C)cc1)C(=O)c1ccccc1 | 1.2 | 1.7 | -11.3 | -0.8 | 24.1 | -1.8 | 13.6 | -9.3
CC1(CCc2ccccc2)NC(=O)N(CC(=O)Nc2ccccc2)C1=O (stereo not drawn) | -6.8 | 8.8 | -1.9 | -9.8 | 5.5 | -11.3 | -6.6 | 1.1
CCOc1ccc(C2c3[nH]c4ccccc4c3CCN2Cc2cn(CC)nc2C)cc1 (stereo not drawn) | 19.4 | -3.4 | 13.7 | -3.8 | 14.3 | 19.1 | -19.4 | -5.0

Some of these compounds in order of number of heavy atoms, low to high.
SMILES | Apaf-1 inh | EBI2 antag | Gli-Sufu antag | SENP8 block | CCR6 antag | UBC13 polyUb | 697 NFkB inh | Jurkat NFkB inh
COCCn1c(N)c(C(=S)NC(=O)c2cccs2)c(=O)[nH]c1=O | -16.7 | 1.8 | -3.2 | -7.2 | 31.8 | -5.0 | 13.1 | -11.0
CC1(CCc2ccccc2)NC(=O)N(CC(=O)Nc2ccccc2)C1=O (stereo not drawn) | -6.8 | 8.8 | -1.9 | -9.8 | 5.5 | -11.3 | -6.6 | 1.1
CCOc1ccc(C2c3[nH]c4ccccc4c3CCN2Cc2cn(CC)nc2C)cc1 (stereo not drawn) | 19.4 | -3.4 | 13.7 | -3.8 | 14.3 | 19.1 | -19.4 | -5.0

Next part
SMILES | Apaf-1 inh | EBI2 antag | Gli-Sufu antag | SENP8 block | CCR6 antag | UBC13 polyUb | 697 NFkB inh | Jurkat NFkB inh
Cc1ccc(C2CC(C(F)(F)F)n3nc(C(=O)NCCN4CCOCC4)cc3N2)cc1 (stereo not drawn) | 10.3 | -2.9 | 1.4 | 3.9 | 11.4 | -7.8 | -28.6 | 2.3
C[C@H]1CN([C@@H](C)CO)C(=O)Cc2cc(NC(=O)CCC(F)(F)F)ccc2O[C@H]1CN(C)Cc1ccc(-c2ccccc2)cc1 | 40.8* | -4.6 | 2.6 | -5.5 | 5.3 | 9.4 | -21.0 | -9.4
O=C(NCC1CCCO1)c1cc2c([nH]c3ccccc32)c(-c2cccc(Br)c2)n1 (stereo not drawn) | 1.0 | 10.8 | 15.2 | -5.6 | 19.7 | 15.1 | 23.7 | 5.4
CN1C(=O)C(O)(CC(=O)/C=C\c2ccc3c(c2)OCO3)c2ccccc21 (stereo not drawn) | 2.2 | 1.1 | 4.9 | -0.7 | 5.0 | -8.4 | -8.6 | 11.5
Cc1cc2[nH]c(=O)c(=O)[nH]c2cc1S(=O)(=O)N1CCN(c2ccccc2F)CC1 | -2.7 | -1.9 | -3.5 | -3.5 | 16.1 | 4.3 | -2.8 | 7.2
O=C1C2CCCN2C(c2cccs2)N1c1ccc(Cl)cc1 (stereo not drawn) | 9.6 | -6.4 | -6.2 | 2.5 | 19.5 | 8.9 | -8.9 | 7.2
